Compound activity from PubChem.
HIF activator = HIF pathway transcriptional activation. U2OS HRE-luciferase reporter, luminescence; normalized: DMSO 0%, desferrioxamine 100%. activation, % at 7.5 µM (by protocol). actives 0.32% (n = 300,000). AID 1910;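 active = mean activation of at least 10% of the iron chelator positive control signal, with at least half of replicates also reaching 10%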
IEC-6 cytotox = IEC-6 cytotoxicity, counter-screen for KLF5 inhibitors; luminescence viability; inhibition, % at 5 µM; actives 0.78% (n = 290,000); in the data active = inhibition above about 22%;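 also: 0% = plate median of test compound wells and 100% = cytotoxic reference compound wells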
KLF5 inhibitor = suppresses KLF5 promoter-driven expression. DLD-1 KLF5 promoter-luciferase reporter, luminescence. inhibition, % at 5 µM. actives 0.23% (n = 290,000);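 active = inhibition above a per-plate limit of that plate's mean compound inhibition plus 3 SD, cut at about 60% in these data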;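 also: 0% = DMSO wells and 100% = LY294002 at 200 µM; higher means less KLF5 promoter-driven luciferase light; inactives centre near -14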
TRPC6 activator = activates the mouse TRPC6 cation channel | Q61143 | HEK293-TRPC6 membrane potential dye fluorescence; active compounds read high | B-score at 10 µM | actives 0.13% (n = 310,000);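 active = B-score of the integrated fluorescence ratio above library mean plus 3 SD, and starting fluorescence ratio within library mean plus 5 SD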;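 also: higher score means more depolarization so channel activation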
MrgX1 antag = antagonists of human MrgX1 receptor; Q96LB2; AID 588676; B-score at 10 µM; MRGX1-HEK293 calcium flux, Fluo-4, BAM8-22 antagonism; active compounds read low; actives 1.3% (n = 310,000);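 active = calcium-response B-score plate-corrected more than 3 library SD below zero, starting fluorescence within 5 deviations, no agonist response on first addition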;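 also: peak minus trough fluorescence over baseline after final BAM8-22 challenge near maximal dose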
TRPC4 act = activators of mouse TRPC4 channel. Q9QUQ5. HEK293 TRPC4beta/mu-opioid, Fluo4 calcium fluorescence; active compounds read high. B-score at 10 µM. actives 0.49% (n = 310,000). AID 2237;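 active = B-score above 5 SD of library B-scores, and initial fluorescence ratio not above library mean plus 5 SD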;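 also: positive B-score marks a calcium rise read as TRPC4 activation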
Target sequence (Q9QUQ5 whole entry, looked up): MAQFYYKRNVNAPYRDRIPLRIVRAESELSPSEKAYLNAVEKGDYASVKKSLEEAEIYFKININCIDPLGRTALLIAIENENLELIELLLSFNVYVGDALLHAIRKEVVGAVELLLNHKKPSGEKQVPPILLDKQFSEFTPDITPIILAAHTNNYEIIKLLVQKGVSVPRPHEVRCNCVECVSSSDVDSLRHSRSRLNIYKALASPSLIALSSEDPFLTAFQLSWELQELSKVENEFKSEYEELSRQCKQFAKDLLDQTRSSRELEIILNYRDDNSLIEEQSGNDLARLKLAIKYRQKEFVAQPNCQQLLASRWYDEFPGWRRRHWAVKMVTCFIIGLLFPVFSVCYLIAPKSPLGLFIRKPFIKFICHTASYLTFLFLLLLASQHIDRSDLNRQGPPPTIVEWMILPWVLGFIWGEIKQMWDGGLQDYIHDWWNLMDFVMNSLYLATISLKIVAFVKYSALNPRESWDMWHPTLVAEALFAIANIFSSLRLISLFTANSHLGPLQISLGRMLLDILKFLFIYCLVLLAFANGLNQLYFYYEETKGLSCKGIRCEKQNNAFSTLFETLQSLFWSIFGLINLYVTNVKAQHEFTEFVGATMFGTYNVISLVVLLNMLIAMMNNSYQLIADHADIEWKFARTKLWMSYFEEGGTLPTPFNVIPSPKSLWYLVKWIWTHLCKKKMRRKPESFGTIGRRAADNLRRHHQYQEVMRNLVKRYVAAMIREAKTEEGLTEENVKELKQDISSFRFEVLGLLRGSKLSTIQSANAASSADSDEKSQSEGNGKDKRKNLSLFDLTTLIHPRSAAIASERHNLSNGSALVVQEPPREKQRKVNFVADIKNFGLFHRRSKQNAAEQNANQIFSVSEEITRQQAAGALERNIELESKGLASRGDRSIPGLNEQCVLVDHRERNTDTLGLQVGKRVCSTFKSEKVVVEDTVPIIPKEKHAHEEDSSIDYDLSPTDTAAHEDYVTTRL
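Assay system – TRPC4beta and mu-opioid receptor HEK293 stable cells · Measured by – Fluo4 fluorescence, kinetic · Schedule – dye loading 45 min room temperature, 110 s kinetic read · Read-out – B-scored integrated calcium fluorescence ratio · Controls – buffer and maximal DAMGO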
TRPC4 PAM = allosterically enhances the mouse TRPC4 cation channel; HEK293 TRPC4beta/mu-opioid, DAMGO EC20, Fluo-4 Ca2+ flux; active compounds read high; B-score at 10 µM; actives 0.42% (n = 310,000); AID 2227;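 active = B-score of calcium response area above 5 SD of library B-scores, with initial fluorescence ratio within 5 SD of library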;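 also: B-score of integrated fluorescence ratio over time as area under calcium response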
SKKanGAS inh = blocks kanamycin growth of S. pyogenes SKKanGAS strain | actives 1.3% (n = 300,000) | AID 1662 | BacTiter-Glo, 6 h | inhibition, % at 7.5 µM;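 active = mean replicate score, as percent of positive control median, at least 50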;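 also: strain carries kanamycin resistance gene driven by streptokinase promoter and grows in 40 µg/ml kanamycin; loss of luminescence reflects streptokinase promoter inhibition or plain growth inhibition; 0% = median of DMSO wells and 100% = positive control at its reference dose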
TRPC4 block = blocks the mouse TRPC4 cation channel | HEK293 TRPC4beta/mu-opioid, DAMGO-evoked Fluo4 calcium flux; active compounds read low | B-score at 10 µM | actives 0.39% (n = 300,000) | AID 2247;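 active = B-score over 3 SD under the library average, no early fluorescence shift, positive overall ratio signal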
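Assay system – HEK293 line stably carrying TRPC4beta and mu-opioid receptor · Doses – single dose · Detection – Fluo4 calcium-dye fluorescence, kinetic read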
TRPC6 inhibitor = mouse TRPC6 channel inhibition; Q61143; HEK293-TRPC6, membrane potential dye, ACh-evoked depolarization; active compounds read low; B-score at 10 µM; actives 1.1% (n = 310,000); AID 2553;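 active = B-score under library mean minus 3 SD, initial fluorescence not abnormally high, positive integrated signal ratio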;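 also: B-score derived from integrated fluorescence ratio over the kinetic read; more negative B-score means stronger inhibition of depolarization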
aSyn UTR inh = MLPCN primary screen, SNCA 5' untranslated region. AID 1813. actives 0.82% (n = 300,000). inhibition, % (tested at 7.5 µM). alpha-synuclein 5'UTR reporter, inhibitor activity; in the data active = inhibition above about 60%;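 also: H4 neuroglioblastoma cells stably carrying SNCA 5'UTR luciferase fusion; 0% = DMSO wells and 100% = positive control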
* = called active by the depositor; i = inactive; nt = not tested or not shown.

SMILES	HIF activator	IEC-6 cytotox	KLF5 inhibitor	TRPC6 activator	MrgX1 antag	TRPC4 act	TRPC4 PAM	SKKanGAS inh	TRPC4 block	TRPC6 inhibitor	aSyn UTR inh
COc1cccc(OCc2nnc(SCC(=O)OC3CCCCC3)n2C)c1	-0.3	1.3	11.3	i	i	i	i	-3.0	i	i	0.8
CCOc1ccc(C(O)Cn2c(=N)n(CCN3CCCCC3)c3ccccc32)cc1 (stereo not drawn)	-0.3	3.9	-11.7	i	i	i	i	-6.5	i	i	-13.1
CC(=O)N/C(=C\c1ccccc1)C(=O)OCC(=O)NC(=O)c1ccccc1	-1.9	nt	nt	i	i	i	i	-10.9	i	i	1.4
COc1ccccc1C(=O)NC(=O)COC(=O)CCNS(=O)(=O)c1ccccc1	0.7	nt	nt	i	i	i	i	0.6	i	i	-4.1
COc1cccc(-c2nnn(CC(=O)N3CCCCC3)n2)c1	4.5	4.0	-86.0	i	i	i	i	-7.7	i	i	-73.7
CN(C)S(=O)(=O)c1ccc2c(c1)c(=O)c(C(=O)N1CCN(c3ccccn3)CC1)cn2C	0.0	2.5	-15.5	i	i	i	i	-5.1	i	i	-6.4
CCCCNC(=O)O/N=C(\N)CS(=O)(=O)C(C)(C)C	-0.7	-0.2	-2.1	i	i	i	i	-1.7	i	i	-16.9
COC(=O)Nc1nc(C)c(C(=O)N(C)C)s1	-0.1	-6.0	-13.0	i	i	i	i	1.5	i	i	-14.4
Cc1nc2ncccn2c1-c1csc(Nc2ccc(O)cc2)n1	0.2	25.0*	-80.0	i	nt	i	i	-9.7	i	i	-66.7
O=S(=O)(/N=C(\[O-])C[n+]1ccccc1)c1ccc(Cl)cc1	0.2	3.9	-0.9	i	i	i	i	-2.8	i	i	7.4
CCCC(O)(CCC)C(=O)NN1CCCCC1	-0.4	-1.1	7.5	i	i	i	i	-1.3	i	i	16.4
CN(C)c1ccc(CNC(=O)c2cc(S(=O)(=O)N3CCOCC3)cn2C)cc1	0.2	-1.1	-19.5	i	i	i	i	-5.1	i	i	-0.1
COc1ccc(C(=O)CSc2nc3cccnc3n2C)cc1	0.4	-3.1	-19.6	i	i	i	i	1.5	i	i	-12.9
Cc1ccccc1C(O)c1ccccn1 (stereo not drawn)	-0.4	-0.9	-14.4	i	i	i	i	3.2	i	i	1.3
CCOc1ccccc1NC(=O)c1oc2ccccc2c1NC(=O)C1CCCO1 (stereo not drawn)	-0.2	1.7	-25.2	i	i	i	i	1.7	i	i	-63.1
Cc1nn(C)c(C)c1S(=O)(=O)N1CCC(C(=O)NC2CCCc3ccccc32)CC1 (stereo not drawn)	-0.2	-9.9	-0.7	i	i	i	i	2.5	i	i	5.2
Cc1c(NC(=O)COC(=O)C2(c3ccccc3F)CCCC2)c(=O)n(-c2ccccc2)n1C	-0.2	-8.3	-29.9	i	i	i	i	0.6	i	i	-3.7
Cc1cccc(/C=N/NC(=O)c2cccc([N+](=O)[O-])c2)n1	0.1	1.9	-23.4	i	i	i	i	-5.4	i	i	12.6
COc1ccc(/C=C2\C(=O)ON=C2c2cccc([N+](=O)[O-])c2)cc1	0.3	-1.3	4.5	i	i	i	i	2.8	i	i	-4.2
O=C(NCc1cccnc1)Nc1ccc(Cl)c(Cl)c1	0.5	4.4	-22.4	i	i	i	i	26.6	i	i	-109.9
COc1ccc(OC)c(-n2cnc3cc(C(=O)NCCCN4CCOCC4)ccc32)c1	-0.2	10.1	-26.7	i	i	i	i	13.5	i	i	-6.1
Cc1cc(Cl)ccc1OCC(=O)N1CC(C)CC(C)C1 (stereo not drawn)	0.9	-3.4	-25.4	i	i	i	i	-0.3	i	i	0.7
CC(=O)NC1=C(Nc2ccc(N(C)C)cc2)C(=O)c2ccccc2C1=O	-1.9	67.4*	-141.1	i	i	i	i	14.1	i	i	-19.8
CNC(=S)N(CCc1ccc(OC)c(OC)c1)Cc1cc2c(C)cc(C)cc2[nH]c1=O	-0.9	-3.3	-19.1	i	i	i	i	4.3	i	i	37.1
CSc1ncc(C(=O)Nc2ccccc2Cl)c(C)n1	1.5	-6.4	-4.5	i	i	i	i	-1.2	i	i	-8.7

New compounds follow
SMILES	HIF activator	IEC-6 cytotox	KLF5 inhibitor	TRPC6 activator	MrgX1 antag	TRPC4 act	TRPC4 PAM	SKKanGAS inh	TRPC4 block	TRPC6 inhibitor	aSyn UTR inh
Cc1nn(C)c(Cl)c1NC(=O)OCc1ccc(Cl)cc1Cl	0.0	9.0	19.1	i	i	i	i	-1.1	i	i	15.2
CCOc1ccc(NC(=O)CN(C)C(=O)c2cc(C)on2)cc1OCC	0.1	nt	nt	i	i	i	i	-7.1	i	i	21.7
COc1cccc(NC(=O)NCCCN2CCN(c3ccc(F)cc3)CC2)c1	-0.4	7.1	-23.7	i	i	i	i	-2.2	i	i	24.0
CCCn1c(N2CCN(C)CC2)nc2c1c(=O)[nH]c(=O)n2C	-9.6	-1.9	-21.2	i	i	i	i	3.2	i	i	3.9
COc1cccc(NCc2cc(=O)oc3cc(C)c(O)cc23)c1	1.0	1.2	-33.6	i	i	i	i	99.4*	i	i	-47.3
c1ccc(-c2ncnc3nc4n(c23)CCC4)cc1	0.3	-6.1	0.0	i	i	i	i	-3.2	i	i	4.0
NNc1nnc2c3cc(F)ccc3n(CCc3ccccc3)c2n1	-8.6	4.2	-0.6	i	i	i	i	6.7	i	i	-2.4
COc1cccc(CN2CCNC(=O)C2CC(=O)N2CCCCO2)c1OC (stereo not drawn)	-0.4	-2.8	-16.9	i	i	i	i	-2.5	i	i	6.4
Cn1c(NC2CCCCC2)c(N=O)c(=O)n(C)c1=O	0.2	-2.0	2.4	i	i	i	i	-3.6	i	i	18.4
CS(=O)(=O)c1ccccc1C(=O)N1CCN(Cc2ccccc2)CC1	-0.2	0.6	-7.2	i	i	i	i	8.6	i	i	-8.5
O=C(Cc1ccc(Cl)c(Cl)c1)NC1CCCCCC1	0.5	-2.2	-35.1	i	i	i	i	16.7	i	i	-50.8
COc1ccccc1NC(C)C(=O)Nc1ccc(C(C)=O)cc1 (stereo not drawn)	-0.3	2.6	18.1	i	i	i	i	-2.2	i	i	4.8
CCc1cc(CNC(=O)c2cccc(OC3CCN(S(C)(=O)=O)CC3)c2)on1	0.5	-4.6	-18.2	i	i	i	i	-2.3	i	i	-12.2
CCOC(=O)CCNC(=O)Nc1cc2nc(C)n(Cc3cccc(Cl)c3)c2nc1C	0.1	-6.0	-30.2	i	i	i	i	-2.0	i	i	-1.1
N#Cc1c(N2C(=O)c3ccc(C(=O)O)cc3C2=O)sc2c1CCCC2	-0.4	-7.4	-18.3	i	i	i	i	nt	i	i	-2.1
Cc1ccc(OCC(=O)Nc2ccc(C(=O)O)cc2NC(=O)COc2ccc(C)c(C)c2)cc1C	-0.6	-5.3	10.1	i	i	i	i	8.1	i	i	28.3
COc1cc2c(cc1OC)-c1cc(NC3CCCCCCC3)nc(=O)n1CC2	-0.4	-0.2	-21.6	i	i	i	i	10.1	i	i	70.0*
COc1nc(NC(C)(C)C)nc(Oc2ccc(=O)n(-c3ccccc3)n2)n1	0.2	-2.5	-8.9	i	i	i	i	5.9	i	i	4.2
O=C(Cc1csc(NC(=O)Nc2ccc(Cl)cc2)n1)NCc1ccccn1	1.9	nt	nt	i	i	i	i	44.1	i	i	-37.4
COc1ccc(C)cc1-n1c(=O)c2ccccc2c2ccccc2c1=O	-0.4	6.8	-9.4	i	nt	i	i	-2.4	i	i	-10.6
CCC(C(=O)Nc1cc(Cl)c(OC)cc1OC)c1ccccc1 (stereo not drawn)	-0.4	3.3	0.0	i	i	i	i	-3.0	i	i	-6.8
COc1ccccc1C(=O)N1CC(=O)Nc2ccc(C)cc2C1c1ccc(F)cc1 (stereo not drawn)	0.1	-3.9	-39.6	i	i	i	i	-0.5	i	i	10.8
CCC(c1nnnn1C(C)(C)CC)N(CCCO)Cc1cc2cccc(C)c2[nH]c1=O (stereo not drawn)	-0.6	-2.0	-10.9	i	i	i	i	-5.9	i	i	-2.4
CNc1nc(C)c(C(C)(C)C)s1	-0.1	3.7	-21.2	i	i	i	i	-11.6	i	i	19.9
COc1ccccc1CNC(=O)Cn1cnnn1	-0.9	2.0	-31.7	i	i	i	i	-3.8	i	i	5.5

Next structures.
SMILES	HIF activator	IEC-6 cytotox	KLF5 inhibitor	TRPC6 activator	MrgX1 antag	TRPC4 act	TRPC4 PAM	SKKanGAS inh	TRPC4 block	TRPC6 inhibitor	aSyn UTR inh
CC1c2nc3ccccc3n2C(CC(=O)NCCCN2CCOCC2)C(=O)N1Cc1ccccc1 (stereo not drawn)	-0.3	5.2	8.2	i	i	i	i	2.4	i	i	-19.3
CCOc1ccc2nc(SCC(=O)NCC3CCCO3)c(C#N)cc2c1 (stereo not drawn)	0.6	10.8	17.7	i	i	i	i	-0.1	i	i	-14.2
COc1cc2c3c(c1OC)C1(C=CC(=O)C=C1)CC3N(C(C)=O)CC2 (stereo not drawn)	-3.0	3.5	0.6	i	i	i	i	-0.1	i	i	3.5
CC(C)(C)C(=O)Oc1cc(N)n(S(=O)(=O)c2ccc(F)cc2)n1	0.6	1.5	-18.4	i	i	i	i	1.0	i	i	-4.9
CCN(CC)C1CCN(C(=O)c2cc(COc3ccccc3SC)on2)C1 (stereo not drawn)	0.1	3.6	-25.0	i	i	i	i	2.1	i	i	-10.9
COc1ccc(NC(=O)/C=C/C(=O)O)cc1Cl	1.1	-0.2	-16.3	i	i	i	i	-1.8	i	i	-104.7
COc1cc(NC(=O)c2csc3c2CCCC3)ncn1	0.8	4.4	-70.8	i	i	i	i	2.5	i	i	-152.9
CCN(C(=O)CN1CCN(c2ccccc2)CC1)c1c(N)n(Cc2ccccc2)c(=O)[nH]c1=O	-0.4	-2.3	-16.8	i	i	i	i	3.5	i	i	-15.2
CC(=O)Nc1ccc(S(=O)(=O)Nc2nc3ccccc3nc2Nc2ccccc2)cc1	0.2	2.5	21.5	i	i	i	i	24.1	i	i	-29.6
C=CCN1C(=O)C(Cc2cccc(Cl)c2)SC1=Nc1ccc(C(=O)O)cc1 (stereo not drawn)	0.3	-4.2	-8.8	i	i	i	i	1.2	i	i	-11.1
COc1ccc(-c2oc3ncnc(N)c3c2-c2ccccc2)cc1	-0.3	1.0	-10.3	i	i	i	i	3.3	i	i	48.6
CC(Cl)C(=O)c1c[nH]c2ccccc12 (stereo not drawn)	0.0	-9.7	-12.0	i	i	i	i	2.7	i	i	-8.4
Cc1ccc(OCC(O)CN2CCN(Cc3ccc4c(c3)OCO4)CC2)c(C)c1 (stereo not drawn)	nt	-10.2	7.2	i	i	i	i	-6.6	i	i	17.6
CC(CCc1ccco1)NC(=O)CCc1nnc2ccc(NCc3ccccc3)nn12 (stereo not drawn)	0.5	-0.8	-31.9	i	i	i	i	-4.2	i	i	16.7
CCc1cccc2c(=O)c(C(=O)N3CCCCCC3)c[nH]c12	-0.3	7.3	-9.4	i	i	i	i	-18.6	i	i	-77.7
O=c1oc2ccccc2n1Cc1ccccc1Cl	0.0	1.0	-20.2	i	i	i	i	-5.1	i	i	13.7
